# SW480 rerep: A quantitative high throughput screen for small molecules that induce DNA re-replication in SW480 colon adenocarcinoma cells; SW480 DNA re-replication, Hoechst DNA content imaging, 48 h; 1.8% of 340,000 active; AID 624297, 2012; Potency, µM (doses to about 46.1 µM), inactives show at the top dose re-replication activation, usual class: activators; note: potency is the fitted concentration of half-maximal effect; % of control where 0% means no effect; nearly all actives have a fitted effect of over 55% in size
#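 Readout is total intensity of Hoechst-stained nuclei, excited at 405 nm and collected at 500-530 nm. Compound treatment lasted 48 hr at 37 C in 5% CO2 before staining.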
# WRN helicase inh: qHTS for Inhibitors of WRN Helicase. Potency, µM (doses to about 114 µM), for inactives: at the top dose activity change, negative = inhibition, usual class: inhibitors. 0.46% of 360,000 active. Bifunctional 3'-5' exonuclease/ATP-dependent helicase WRN (Homo sapiens), Q14191. WRN helicase unwinding, fluorescent forked duplex, kinetic. AID 651768, 2012; note: potency is the fitted concentration of half-maximal effect; % is set by controls: 0 for no effect and ±100 for the full control effect; nearly all actives have a fitted effect of over 55% in size
# Target sequence (Q14191 whole entry, looked up): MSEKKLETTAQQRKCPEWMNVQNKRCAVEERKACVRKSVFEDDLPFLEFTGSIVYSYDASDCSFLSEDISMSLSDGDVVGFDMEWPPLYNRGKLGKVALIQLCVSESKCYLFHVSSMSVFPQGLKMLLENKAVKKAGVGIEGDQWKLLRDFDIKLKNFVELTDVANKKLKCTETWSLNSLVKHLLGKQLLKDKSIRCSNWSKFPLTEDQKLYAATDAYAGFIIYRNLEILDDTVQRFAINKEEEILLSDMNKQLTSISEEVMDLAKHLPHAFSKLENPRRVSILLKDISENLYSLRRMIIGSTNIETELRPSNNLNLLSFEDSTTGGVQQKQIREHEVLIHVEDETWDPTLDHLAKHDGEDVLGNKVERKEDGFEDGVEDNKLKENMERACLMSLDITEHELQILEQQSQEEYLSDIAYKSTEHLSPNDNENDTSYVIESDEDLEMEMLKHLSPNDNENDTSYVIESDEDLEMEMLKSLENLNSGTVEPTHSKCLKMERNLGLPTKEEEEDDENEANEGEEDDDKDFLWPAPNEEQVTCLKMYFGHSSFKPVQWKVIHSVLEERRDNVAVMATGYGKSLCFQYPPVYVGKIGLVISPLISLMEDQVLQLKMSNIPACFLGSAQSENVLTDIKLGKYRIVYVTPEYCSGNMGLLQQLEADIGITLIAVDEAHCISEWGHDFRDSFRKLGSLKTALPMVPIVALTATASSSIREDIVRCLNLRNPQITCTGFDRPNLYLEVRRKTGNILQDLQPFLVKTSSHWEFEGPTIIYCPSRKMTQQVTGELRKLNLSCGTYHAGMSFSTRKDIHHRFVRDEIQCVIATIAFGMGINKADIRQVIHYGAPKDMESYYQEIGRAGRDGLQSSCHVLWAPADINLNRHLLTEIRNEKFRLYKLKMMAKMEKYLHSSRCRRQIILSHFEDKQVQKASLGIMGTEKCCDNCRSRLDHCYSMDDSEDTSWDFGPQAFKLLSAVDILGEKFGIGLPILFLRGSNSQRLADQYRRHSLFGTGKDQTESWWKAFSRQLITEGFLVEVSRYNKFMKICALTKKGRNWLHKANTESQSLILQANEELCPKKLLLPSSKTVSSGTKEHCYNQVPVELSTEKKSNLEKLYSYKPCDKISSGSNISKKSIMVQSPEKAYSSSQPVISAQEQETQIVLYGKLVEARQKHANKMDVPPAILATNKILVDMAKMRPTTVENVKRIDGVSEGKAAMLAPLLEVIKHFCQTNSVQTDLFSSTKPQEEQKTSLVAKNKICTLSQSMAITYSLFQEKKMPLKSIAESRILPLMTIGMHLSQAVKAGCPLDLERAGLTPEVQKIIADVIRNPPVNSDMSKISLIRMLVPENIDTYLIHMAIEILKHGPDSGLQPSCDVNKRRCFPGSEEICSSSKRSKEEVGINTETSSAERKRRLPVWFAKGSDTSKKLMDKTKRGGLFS
#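 Kinetic red-fluorescence monitoring (525/598 nm) tracks WRN helicase activity after 100 nM fluorophore-quencher forked duplex and 2 mM ATP are added to 20 nM enzyme pretreated 15 min at room temperature with compound.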
# IL-1B inflam inh: qHTS for Inhibitors of Inflammasome Signaling: IL-1-beta AlphaLISA Primary Screen; AID 743279, 2014; activity change, % at 57.5 µM; 4.7% of 360,000 active; THP-1 LPS/ATP IL-1B secretion, AlphaLISA, 16 h; active compounds read low; in the data active = activity change below about -50%; inconclusive = mostly about -30% to -49%; note: % is set by controls: 0 for no effect and ±100 for the full control effect
#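 THP-1 cells pretreated 1 hr with compounds (up to 57.5 uM final), then stimulated with LPS (250 ng/mL final) plus ATP (1.25 mM final); secreted IL-1B measured by AlphaLISA after 16 hr, decreased signal indicating inhibition.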
# HT1080 IDH1KD tx: qHTS for induction of synthetic lethality in tumor cells producing 2HG: qHTS for the HT-1080-IDH1KD cell line; HT-1080 IDH1 knockdown viability, ATP luminescence, 48 h; Potency, µM (titrated, usually from 46.1 µM), for the others: top-dose activity, negative = toxicity, hits mostly cytotoxic; 2% of 360,000 active;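 note: potency is the fitted concentration of half-maximal effect; 0% = DMSO wells and -100% = cell-free medium wells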
#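 Luminescent ATP read-out (CellTiter-Glo, 10 min at room temperature) after 48 h compound exposure at 37 °C gave viability of IDH1-knockdown HT-1080 cells. Activity was normalised to DMSO and cell-free wells, then fitted as concentration-response curves.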
# KB-3-1 tox: qHTS assay for MDR1-selective chemotherapeutics: Primary screen using the parental adenocarcinoma cell KB-3-1 | 1.4% of 400,000 active | KB-3-1 viability, CellTiter-Glo ATP luminescence, 72 h | Potency, µM (doses to about 46.1 µM), for the others: top-dose activity change, negative = cytotoxic, most hits filed as cytotoxic; note: potency is the fitted concentration of half-maximal effect; % is set by controls: 0 for no effect and ±100 for the full control effect; nearly all actives have a fitted effect of over 60% in size
#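 Luminescent ATP read-out (CellTiter-Glo) measures survival of drug-naive KB-3-1 cells after 72 h compound exposure at 37 °C. Titration series was screened from lowest to highest concentration, with DMSO vehicle plates as background controls.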
# HT1080-NT tox: qHTS for induction of synthetic lethality in tumor cells producing 2HG: qHTS for the HT-1080-NT fibrosarcoma cell line; HT-1080-NT fibrosarcoma viability, CellTiter-Glo ATP luminescence, 48 h; Potency, µM (top dose mostly 46.1 µM), for inactives: at the top dose activity, negative = less viability, hits mostly cytotoxic; 1.6% of 360,000 active;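 note: NT is the 2HG producing partner of a matched IDH1 knockdown line; potency is the fitted concentration of half-maximal effect; 0% = DMSO-treated cells and -100% = media-only wells without cells; nearly all actives have a fitted effect of over 55% in size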
#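 HT-1080-NT fibrosarcoma cells (2HG-overproducing), 750 cells/well in RPMI with 5% FBS, dosed after 2 h and incubated 48 h at 37C. CellTiter-Glo luminescence normalized to DMSO and no-cell wells; concentration-response curves fitted and classed.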
# MCF10A rerep: A quantitative high throughput screen for small molecules that induce DNA re-replication in MCF 10a normal breast cells; MCF 10A DNA re-replication, Hoechst nuclear intensity, 48 h; Potency, µM (series often up to 46.1 µM), inactives show at the top dose activity, positive = re-replication, hits mostly activators; 2.9% of 350,000 active; AID 624296, 2012; note: potency is the fitted concentration of half-maximal effect; % of control where 0% means no effect; nearly all actives have a fitted effect of over 50% in size
# KB-V1 MDR tox: qHTS assay for MDR1-selective chemotherapeutics: Primary screen using the drug-selected MDR subline cells KB-V1 | AID 1347076, 2019 | Potency, µM (series often up to 46.1 µM), for inactives: top-dose activity change, negative = cytotoxicity, actives largely listed as cytotoxic | KB-V1 MDR cells viability, CellTiter-Glo, 72 h | 3.4% of 400,000 active; note: potency is the fitted concentration of half-maximal effect; % is set by controls: 0 for no effect and ±100 for the full control effect; nearly all actives have a fitted effect of over 60% in size
#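 In this primary screen, KB-V1 cells overexpressing P-gp are incubated with library compounds (lowest to highest concentration) for 72 h at 37 degrees C before a luminescent ATP viability read.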
# ATXN2 expr inh: Primary qHTS for Inhibitors of ATXN expression; HEK-293 ATXN2-luciferase reporter, luminescence, 24 h; 0.72% of 360,000 active; AID 1745845, 2022; Potency, µM (series often up to 57 µM), inactives show top-dose activity change, negative = inhibition, actives largely listed as inhibitors; note: potency is the fitted concentration of half-maximal effect; % is set by controls: 0 for no effect and ±100 for the full control effect; nearly all actives have a fitted effect of over 55% in size
#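 qHTS (up to 57 uM final) was run with 24 h compound exposure of reporter cells at 37 °C. Each well was multiplexed: SteadyGlo luminescence measured ATXN2-luciferase expression after a fluorogenic Gly-Phe-AFC viability readout (25 uM final).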
# The depositor's hits bear a star; u = inconclusive; x = no result given; [ ] = another dose, or the depositor's remark. Unless noted, calls come from the whole dose curve; as a rule, active = well fitted curve in the direction sought with a large enough effect; inconclusive = small, poorly fitted or top-dose-only effect, or another doubt; inactive = no such curve, though single readings can be large; an effect the other way counts as inactive or inconclusive.
SMILES | HT1080-NT tox | SW480 rerep | ATXN2 expr inh | KB-3-1 tox | WRN helicase inh | KB-V1 MDR tox | IL-1B inflam inh | MCF10A rerep | HT1080 IDH1KD tx
Cc1ncc(CN2CCN(C3CCCC3)C(CCO)C2)s1 (stereo not given) | -3% | -4% | -1% | -4% | -1% | 6% | -2 | 2% | 7%
Cc1cccc(-c2noc(-c3c(C)noc3C)n2)c1 | 25% | -129%[inhibitor] | 22% | 2% | 11% | 6% | 30 | -1% | 14%
O=C(NC1CCN(S(=O)(=O)c2ccccc2)CC1)c1ccccc1 | 2% | 2% | x | -5% | 8% | -1% | -8 | 6% | -5%
COc1ccc(C(=O)Nc2ccccc2)cc1NC(=O)c1ccc([N+](=O)[O-])cc1 | 0% | 2% | -1% | -4% | -14% | u | -63* | 2% | -13%
C[C@@H]1CN([C@H](C)CO)C(=O)c2cc(Br)cnc2O[C@@H]1CN(C)C(=O)CC1CC1 | 7% | x | 10% | 0% | 6% | 4% | 17 | x | 4%
COCCn1cc(-c2csc(N)n2)c2ccccc21 | -2% | 18% | x | -6% | 10% | 1% | -10 | -11% | 11%
Clc1cccc(-c2ccc3ncnc(NCc4cccs4)c3c2)c1 | x | -7%[9.22 µM] | u | -8% | x | -2% | x | u | x
O=c1nc(N/N=C/c2ccccn2)cn[nH]1 | u | u | 6.3µM* | u | 7% | 0% | 160 | 17% | u
COCCCNC(CC(=O)Nc1ccc(OC)cc1OC)C(=O)O (stereo not given) | 6%[9.24 µM] | -1% | -3% | 8% | -2% | 0% | 5 | 1% | u
CC(C)(C)NS(=O)(=O)c1ccc(/C=C/C(=O)O)cc1 | 4% | -4% | x | 5% | -3% | 0% | 5 | 1% | 4%
CNC(=O)COC(=O)CCC(=O)c1ccc(Cl)cc1 | 4% | -5% | -9% | 3% | -1% | 0% | 34 | 1% | -1%
O=[N+]([O-])c1ccc(CCNc2cccc3ccccc23)c([N+](=O)[O-])c1 | 0% | 17% | -17% | 20% | 7% | -2% | 21 | u | -22%
COc1ccccc1NC(=O)CN1C(=O)COc2ccc(C)cc21 | -3% | u | -7% | 20% | -10% | 11% | 5 | u | -1%
COCCN(C(=O)COC(=O)/C=C/c1cccc(OC)c1)c1c(N)n(CC(C)C)c(=O)[nH]c1=O | 12% | -10% | -4% | 1% | -3% | -4% | 10 | -2% | 1%
OCCNc1ncnc2c1cnn2Cc1ccccc1 | -3% | 0% | 5% | 0% | -1% | -4% | -14 | 2% | 4%
COc1cc(CNCCCO)ccc1OCC(=O)NC(C)(C)C | 9% | -9% | x | -5% | 1% | -3% | 43 | -7% | 11%
CCSc1nnc(SCC(=O)Nc2cc(C)on2)s1 | -2% | -11% | -15% | -15% | -12% | -3% | 11 | 7% | -2%
COc1ccccc1NC(=S)N1CCOCC1 | 6% | u | 9% | -3% | 8% | -2% | 1 | -4% | 12%
COC(C[C@H]1O[C@H]1C(=O)COCc1ccccc1)OC | 3% | u | -3% | -7% | -7% | -15% | 0 | -1% | -1%
CCOc1ccc(Nc2ncnc3c2cnn3Cc2ccccc2)cc1 | u | -6% | -25% | 1% | -20% | u | -15 | 5% | u
O=C(O)c1cc2cc(Cl)ccc2[nH]1 | -16% | u | -4% | 0% | -11% | 12% | -5 | -2% | 0%
CCO[C@@H]1OC(C(N)=O)=C[C@H](C2CC2)[C@H]1CCCO | 11% | -34%[inhibitor][9.22 µM] | 4% | 13% | 5% | u | 18 | 0% | 13%
COc1ccc(NS(=O)(=O)c2cc(NC(=O)c3ccncc3)ccc2N2CCOCC2)cc1 | -3% | -1% | -6% | -4% | -9% | u | -10 | 7% | -11%
O=C(CCS(=O)(=O)c1ccccc1)Nc1cccc2c1C(=O)NC2=O | 6% | -1% | 2% | 14% | 3% | -11% | 24 | 3% | -20%
O=C(CCC(=O)OCC(=O)c1ccccc1)Nc1cccc(Cl)c1 | u | -2% | 6% | 23% | -8% | 0% | 0 | 1% | -5%
CCC(NC(=O)Nc1ccc(O)cc1)(C(F)(F)F)C(F)(F)F | 1% | 1% | -9% | 2% | -1% | 27% | 36 | -13% | -1%
O=C(NCCC(=O)N1CCCCCCC1)c1ccc(Br)cc1 | 9% | -7% | 4% | u | 11% | -16% | 13 | 9% | 12%
CCCOC(=O)C1=C(C)NC2=C(C(=O)CCC2)C1c1cccs1 (stereo not given) | -2% | 0% | -8% | -5% | -1% | 23µM* | 10 | 1% | -5%
O=S(=O)(Nc1ccccc1)c1ccc(Oc2ncc(C(F)(F)F)cc2Cl)cc1 | u | 23% | u | u | -17% | u | 34 | u | u
CC[C@@H]1C/C=C\Cc2ccccc2[C@@H](C(=O)C[C@H](O)CC(C)=O)OC1=O | 4% | 7% | 13% | 0% | -1% | 0% | 5 | u | 4%
N#CNc1nc(O)cc(=O)[nH]1 | 28% | -3% | 14% | 8% | -35% | -7% | 8 | -2% | 18%
COc1nc2ccccc2nc1CCC(=O)O | 3% | -13% | -21%[11.3 µM] | 17% | -8% | -2% | 25 | -4% | 26%
COc1cccc(NC(=O)NCCCCc2ccccc2)c1 | -1% | 3% | -9% | -2% | -2% | -23% | u | -3% | -3%
C=CCNC(=S)NCCCCC1NC(=S)N(CC=C)C1=O (stereo not given) | 12% | -3% | -9%[11.3 µM] | -11% | -34%[57.1 µM] | -4% | 3 | -10% | 15%
O=C(CCn1c(=S)oc2ccccc21)NC1CCCCCC1 | 11% | -12% | x | -4% | -8% | -17% | 32 | -3% | 20%
Fc1ccccc1CNC(=S)NC1CCCCC1 | -9% | 2% | 1% | -1% | 3% | u | -3 | 1% | -1%
COc1ccc(NC(=S)N2CCN(S(=O)(=O)c3ccc(F)cc3)CC2)cc1 | -11% | -11% | -3% | -3% | 1% | -25% | 20 | -1% | -7%
Cc1ccc(N(CC(=O)Nc2ccccc2-c2ccccc2)S(=O)(=O)c2ccccc2)cc1 | -23% | 2% | -28% | -9% | -4% | 23µM* | -26 | u | 2%[9.24 µM]
COc1ccc(NC(=O)C2CC(=O)N(C)C(=Nc3ccc4c(c3)OCO4)S2)cc1 (stereo not given) | u | 0% | -21% | 4% | -8%[57.1 µM] | -3% | -2 | -1% | 5%[9.24 µM]
O=C(NC12CC3CC(CC(C3)C1)C2)c1ccco1 | 4% | 0% | 22% | 7% | -6% | 3% | 20 | 6% | 18%
COc1ccc(N2CC(C(=O)Nc3cc(C)ccn3)CC2=O)cc1 (stereo not given) | 3% | 3% | 8% | 9% | 0% | 5% | 34 | 8% | 26%
O=C(Nc1cnn(Cc2ccc(F)cc2)c1)c1cc2nc(-c3ccco3)cc(C(F)(F)F)n2n1 | 6% | -2% | -3% | 3% | 0% | 3% | -3 | -7% | 2%
O=C(CSc1nc2[nH]ncc2c(=O)n1-c1ccccc1Br)NCc1ccco1 | 3% | -4% | 0% | 0% | -3% | 3% | -8 | -1% | 0%
CCOC(=O)[C@]12CCCC=C1N(CCC1=CCCCC1)C(=O)[C@H](CC(=O)N1CCCC1)C2 | -19% | x | x | -16% | 3% | u | 30 | x | -27%
CCSc1nnc(NC(=O)[C@@H](NC(=O)c2cccc(C)c2)C(C)C)s1 | -4% | 13% | 4% | 0% | -7% | 8.2µM* | 19 | u | 8%
O=c1c2ccccc2nnn1Cc1cccc2ccccc12 | -6% | 10% | 7% | u | -9% | 11% | -24 | 9% | -19%
O=C(NC(=S)NNC(=O)c1ccccc1O)c1ccc([N+](=O)[O-])cc1 | -7% | 24% | x | u | -7% | -6% | -22 | 9% | -9%
Cc1ccc(O)c(/C=N/NC(=O)CN2CCCC2)c1 | -29% | -1% | x | 5% | 7% | u | 84 | 3% | u
CN1CCN(C(=O)c2ccc3c(c2)S(=O)(=O)c2ccccc2C3=O)CC1 | 12% | -1%[9.22 µM] | 3% | -3% | -4% | 4% | -11 | 15% | 9%
COC(=O)c1cccc(NC(=O)/C=C/c2ccc3c(c2)OCO3)c1 | u | -7% | u | 5.8µM* | -9% | u | u | u | u
COC(=O)c1sccc1NS(=O)(=O)c1ccc(OC)cc1 | u | u | -22% | -2% | -5% | 18µM* | 11 | 13% | u
O=C(CCCC(=O)N(c1ccc(F)cc1)C(C(=O)NC1CCCC1)c1ccc(O)cc1)Nc1ccccn1 (stereo not given) | 0% | 2% | 8% | 14% | 7% | u | -20 | u | 17%
C=CCOc1ccc(C2OC34CCCCC3C(C#N)(C#N)C2(C#N)C(=N)O4)cc1 (stereo not given) | 16% | -1% | -29% | 4% | -30% | 11% | 0 | 6% | 9%
O=C(Nc1ccc(F)cc1)C(c1ccccc1)N1CCN(c2ccncc2)CC1 (stereo not given) | -20% | x | x | 9% | 11% | 2% | -19 | x | 3%
CCN(CC)c1ccc2c(c1)oc(=O)c1c(Cl)cc(=O)oc12 | u | 9.2µM* | u | u | -9%[57.1 µM] | u | -126* | u | 2.6µM*
CSc1nnc(NC(=O)c2nc(S(=O)(=O)Cc3ccccc3)ncc2Cl)s1 | 21µM* | u | u | 18µM* | -12% | u | -100* | u | 23µM*

# Screening results deposited in PubChem BioAssay by National Center for Advancing Translational Sciences (NCATS).
